Bioassay records from PubChem.
GRIN3A LBD mod = modulates the human NR3A ligand-binding domain | NR3A LBD differential scanning fluorimetry, Tm shift; 0% = protein alone, 100% = glycine-bound protein | Tm shift relative to glycine control, % at 25 µM | 340,000 compounds, 2.5% hits | AID 1259313;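 active means melting temperature shift of at least 10% of the positive control shift, at one fixed dose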
MPTP inh = permeability transition pore inhibition. isolated mouse mitochondria, Ca2+ swelling absorbance, 30 min. inhibition, % at 10 µM. 360,000 compounds, 1.4% hits;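 active means inhibition of 50% or more, scaled per plate between neutral and stimulator controls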;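 further: 0% = DMSO wells given calcium and 100% = 1 mM EGTA wells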
* marks the source's active call; other numbers are inactive results. A portion of the library; rates above refer to the full screens.

`CC1(C)C2CC[C@]3(C)[C@H](C(=O)C=C4[C@@H]5C[C@@](C)(C(=O)O)CC[C@]5(C)CC[C@]43C)[C@@]2(C)CC[C@@H]1O[C@H]1O[C@H](C(=O)O)[C@@H](O)[C@H](O)[C@H]1O[C@@H]1O[C@H](C(=O)O)[C@@H](O)[C@H](O)[C@H]1O` (stereo partly drawn) gave MPTP inh -0.7.
For O=c1oc2c(O)c(O)cc3c(=O)oc4c(O)c(O)cc1c4c23 the results were GRIN3A LBD mod -18 and MPTP inh 0.9.
`COc1cc([C@@H]2Oc3cc(C4Oc5cc(O)cc(O)c5C(=O)[C@H]4O)ccc3O[C@H]2CO)ccc1O` (stereo partly drawn) gave GRIN3A LBD mod -2 and MPTP inh 0.1.
Screening Oc1ccc2c(c1)OCC1(O)Cc3cc(O)c(O)cc3C21 (stereo not drawn) returned GRIN3A LBD mod -1 and MPTP inh 2.6.
Cc1cncn1CCc1nc2c3ccccc3nc(SCC(=O)Nc3cccc(Cl)c3)n2n1 was read as GRIN3A LBD mod -6 and MPTP inh 0.9.
C=CC[n+]1ccc(/C=C2\C=Cc3cc(C)ccc3N2CC)c2ccccc21 was read as GRIN3A LBD mod -6 and MPTP inh 102*.

Structures from the list above that contain nitrogen in an aromatic ring, in the order listed:
Cc1cncn1CCc1nc2c3ccccc3nc(SCC(=O)Nc3cccc(Cl)c3)n2n1 was read as GRIN3A LBD mod -6 and MPTP inh 0.9.
C=CC[n+]1ccc(/C=C2\C=Cc3cc(C)ccc3N2CC)c2ccccc21 was read as GRIN3A LBD mod -6 and MPTP inh 102*.
